14-3-3 PPI – alters human 14-3-3 gamma binding to Raf peptide; inhibition, % at 40 µM; P61981; AID 422; FP, 14-3-3gamma / TMR-pS259-Raf peptide binding; hit rate 0.19% among 160,000; in the data active = inhibition above about 30%;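 note: 0% = protein plus tracer without compound and 100% = blank with tracer alone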
Target sequence (P61981 whole entry, looked up): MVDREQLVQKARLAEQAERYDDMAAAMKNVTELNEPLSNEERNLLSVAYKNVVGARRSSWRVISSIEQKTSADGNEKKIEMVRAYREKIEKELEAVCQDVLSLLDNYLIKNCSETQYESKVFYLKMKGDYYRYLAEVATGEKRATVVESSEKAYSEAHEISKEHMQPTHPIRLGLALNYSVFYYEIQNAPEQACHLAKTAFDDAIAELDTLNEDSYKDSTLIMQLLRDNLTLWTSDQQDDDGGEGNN
Starred values were filed as active, the others as inactive; & = joins results of further samples.

entry | 14-3-3 PPI | SMILES
1 | -7 | O=C(OCCCN1C(=O)c2ccccc2C1=O)c1ccco1
2 | -10 | COc1ccccc1NS(=O)(=O)c1ccc(NC(=O)c2ccc3c(c2)c(C)c(C)n3C)cc1
3 | -2 | CN1C(=O)C(C)(C)Nc2ccccc21
4 | 0 | CC(=O)Nc1ccc(C(=O)Nc2cccc([N+](=O)[O-])c2C)cc1
5 | -9 | C=CCn1c(=S)[nH]c2ccc(Br)cc2c1=O
6 | 2 | C=CCn1cc(C(=O)NCCCOC)c(=O)c2cc(S(=O)(=O)N(CC)CC)ccc21
7 | -10 | CCOc1ccccc1NC(=O)C(CC)Sc1ncnc2c1sc1ccccc12 (stereo not drawn)
8 | -6 | O=C1C2ON(c3ccc(Cl)cc3)C(c3cccs3)C2C(=O)N1c1ccc([N+](=O)[O-])cc1 (stereo not drawn)
9 | 1 | COc1ccccc1C(=O)Oc1ccc(N2C(=O)C3CCC(C)CC3C2=O)cc1 (stereo not drawn)
10 | -3 | C=CCNS(=O)(=O)c1ccc(OC)c2ncccc12
11 | -11 | COc1cc(OC)c(C2CC(=O)Nc3cc4c(cc32)OCO4)cc1OC (stereo not drawn)
12 | -9 | Cc1cc(N2CCN(C)CC2)nc2ccc(NC(=O)C3CCC(C)CC3)cc12 (stereo not drawn)
13 | 0 | COc1ccc(C(=S)N2CCCCC2)cc1OC
14 | -7 | CC(C)OC(=S)NC(=NS(=O)(=O)c1ccccc1)c1ccccc1
15 | -11 | COCCOC(=O)c1[nH]c2c(c1C)C(=O)CC(c1ccc(C(C)(C)C)cc1)C2 (stereo not drawn)
16 | -6 | CN(C(=O)N1c2ccccc2Sc2ccccc21)c1ccccc1
17 | -5&-2 | CC(=O)Nc1c(C(=O)c2ccccc2)oc2ccccc12
18 | -2 | CN(C)CCN1C(=O)c2oc3ccccc3c(=O)c2C1c1ccccc1 (stereo not drawn)
19 | -6 | O=C(NCc1ccco1)c1cccc(NC(=O)c2ccccc2)c1
20 | -10 | O=C(CSc1nnc(-c2ccco2)n1-c1ccccc1)N1CCc2ccccc21
21 | -15 | Cc1c(Br)c(C(F)(F)F)nn1CC(=O)Nc1cc(Oc2cccnc2)cc([N+](=O)[O-])c1
22 | 1 | Clc1cc(Br)ccc1OCCOCCN1CCOCC1
23 | -5 | COc1cccc(N2C(=O)CC(NCc3ccc(S(N)(=O)=O)cc3)C2=O)c1 (stereo not drawn)
24 | 6 | Cc1ccc2oc(C(F)(F)F)cc(=O)c2c1[N+](=O)[O-]
25 | 4 | COC(=O)c1ccc(N=Cc2ccc(C#Cc3ccccc3)cc2)cc1
26 | -6 | CN1CCc2c(c3c(n2C)CCN(C)[C@@H]3c2cccnc2)[C@H]1c1cccnc1
27 | -11 | CC(C)OCCCNC(=O)c1c(N)n(/N=C/c2ccccn2)c2nc3ccccc3nc12
28 | -1&-11 | CCC(C)(NC(=O)CNC(C)=O)C(=O)NC1CCCCC1 (stereo not drawn)
29 | -6 | CC1=C(C(=O)OC(C)C)C(c2ccccn2)C2=C(CC(c3ccccc3)CC2=O)N1 (stereo not drawn)
30 | -1 | O=C1C(=O)N(CO)C(c2ccc(Br)cc2)/C1=C(\O)c1ccccc1 (stereo not drawn)
31 | -1 | CCCNC(=O)c1cnc2n(c1=O)CCS2
32 | -1 | CCOC(=O)c1cnc2ccc(Cl)cc2c1Nc1ccc(C(=O)OC)cc1
33 | 3 | COc1ccc(C(Nc2cc(C)ccn2)c2ccc3cccnc3c2O)cc1OC (stereo not drawn)
34 | -7 | O=C(CSc1nc(-c2ccccc2)cn1-c1ccccc1)Nc1ccccc1Cl
35 | -93 | CC(=O)c1cccc(Nc2nc(-c3ccccc3Cl)nc3ccccc23)c1
36 | 132* | CN(C(=O)c1ccc2c(c1N)C(=O)c1ccccc1C2=O)c1ccccc1
37 | -3 | COc1cc(Cl)ccc1S(=O)(=O)n1cnc2cc(C)c(C)cc21
38 | -9 | S=c1sc2c(s1)SC1c3ccccc3CC1S2 (stereo not drawn)
39 | -14 | CC(=C1C(=O)c2ccccc2C1=O)N1CCN(Cc2ccccc2)CC1
40 | -4 | Cc1nc2nc(S(=O)(=O)N(CC(C)C)CC(C)C)nn2c(C)c1C
41 | 2&-8 | CCN(CC)c1cc2nonc2c2nonc12
42 | -12 | O=c1oc2ccc(Cl)cc2cc1-c1cn2cc(Cl)cc(Cl)c2n1
43 | -1 | O=C(NC1CC1)C1CC(=O)N(C2CCCC2)C1 (stereo not drawn)
44 | 3 | Cc1ccc(C(C)NC(=O)C2CCCO2)cc1C (stereo not drawn)
45 | -44 | COc1ccc(Nc2cc(C(=O)NC(C)c3ccccc3)c3ccccc3n2)c(OC)c1 (stereo not drawn)
46 | -5 | CCOc1ccc2nc(SCC(=O)N3CCc4ccccc43)sc2c1
47 | -18 | O=C(Nc1ccc2[nH]c(=O)nc(-c3ccccc3)c2c1)c1ccccc1
48 | 1 | CCC1CCCCN1C(=O)c1sc2ncn(CCOC)c(=O)c2c1C (stereo not drawn)
49 | 1 | N=c1c(S(=O)(=O)c2ccc(Cl)cc2)cc2c(=O)n3ccccc3nc2n1CCN1CCOCC1
50 | 2 | CC1CC(C)CN(S(=O)(=O)c2ccc(F)c(C(=O)NCc3ccc(F)cc3)c2)C1 (stereo not drawn)
51 | 2 | O=C(Cn1c(C(F)(F)F)nc2ccccc21)c1ccc(OC(F)F)cc1
52 | -3 | COc1ccc(NC(=O)CSc2cn(Cc3cccc(F)c3)c3ccccc23)cc1
53 | -7 | CCS(=O)(=O)NCCc1csc(C)n1
54 | 1 | Cc1cc(NC(=O)COC(=O)c2c(C)nn(-c3ccccc3)c2C)no1
55 | -70 | COC(=O)c1ccc(N2C(=O)CC(NCCN3CCOCC3)C2=O)cc1 (stereo not drawn)
56 | -22 | CCN1CCN(C(=O)Cn2cnc3sc(C)c(S(=O)(=O)N4CCC(C)CC4)c3c2=O)CC1
57 | 3 | COc1ccc(OCCSc2nc3ccccc3c(=O)[nH]2)cc1
58 | 0 | Cc1ccc(Cn2nnc3c(=O)n(CC(=O)NCC4CCCO4)cnc32)cc1 (stereo not drawn)
59 | -4 | CCCN1CCN(CCCNC(=O)Cn2nc(-c3ccccc3)ccc2=O)CC1
60 | 2 | CSc1nc(N)c2c3c(sc2n1)COC(C(C)C)C3 (stereo not drawn)

A few values from above.
compound 41 in 14-3-3 PPI → 2&-8
compound 58 in 14-3-3 PPI → 0
compound 59 in 14-3-3 PPI → -4
compound 53 in 14-3-3 PPI → -7
compound 48 in 14-3-3 PPI → 1

Down the list, from the results shown.
14-3-3 PPI, compounds 53–59, in order: -7, 1, -70, -22, 3, 0, -4

A second format for some results above:
24	Cc1ccc2oc(C(F)(F)F)cc(=O)c2c1[N+](=O)[O-]
  14-3-3 PPI: 6

25	COC(=O)c1ccc(N=Cc2ccc(C#Cc3ccccc3)cc2)cc1
  14-3-3 PPI: 4

26	CN1CCc2c(c3c(n2C)CCN(C)[C@@H]3c2cccnc2)[C@H]1c1cccnc1
  14-3-3 PPI: -6

27	CC(C)OCCCNC(=O)c1c(N)n(/N=C/c2ccccn2)c2nc3ccccc3nc12
  14-3-3 PPI: -11

Returning to the listing, starting 5 compounds before the break.
entry | 14-3-3 PPI | SMILES
56 | -22 | CCN1CCN(C(=O)Cn2cnc3sc(C)c(S(=O)(=O)N4CCC(C)CC4)c3c2=O)CC1
57 | 3 | COc1ccc(OCCSc2nc3ccccc3c(=O)[nH]2)cc1
58 | 0 | Cc1ccc(Cn2nnc3c(=O)n(CC(=O)NCC4CCCO4)cnc32)cc1 (stereo not drawn)
59 | -4 | CCCN1CCN(CCCNC(=O)Cn2nc(-c3ccccc3)ccc2=O)CC1
60 | 2 | CSc1nc(N)c2c3c(sc2n1)COC(C(C)C)C3 (stereo not drawn)
61 | 0 | CCOC(=O)c1ccc2ncc(C(=O)OCC)c(NCCCN3CCOCC3)c2c1
62 | -5&-2 | COc1ccc(Cl)cc1S(=O)(=O)N1CCN(CC(=O)C(C)(C)C)CC1
63 | -9 | O=C1CCCC2=C1C(c1ccccc1)Nc1ccccc1N2 (stereo not drawn)
64 | -3 | COc1ccc(C(=O)NCC(=O)NC2=NCCS2)cc1
65 | 5 | COc1cccc(-c2nnc3n2N=C(c2cccc(Br)c2)CS3)c1
66 | 1 | COc1ccccc1NC(=O)C1=C(C)NC2=C(C(=O)CC(c3ccc(OC)c(OC)c3)C2)C1c1ccc2c(c1)OCO2 (stereo not drawn)
67 | -2 | S=c1[nH]c2cc(Cl)cnc2[nH]1
68 | -8 | O=C1C=C(C=Cc2ccccc2)CC(c2ccccc2)C1n1nnc([N+](=O)[O-])n1 (stereo not drawn)
69 | -4 | CC(C)c1c(O)nc(SCc2ccccc2)[nH]c1=O
70 | 0&5 | CCOC(=O)c1ccccc1NC(=O)C(C)Oc1ccccc1 (stereo not drawn)
71 | -8 | O=C(NC1CCCC1)C(O)c1cc2c(cc1[N+](=O)[O-])OCO2 (stereo not drawn)
72 | -3 | COc1ccc(-c2cc(C(F)(F)F)nc(-n3cc(Cl)cn3)n2)cc1
73 | -15 | O=C(O)CCN=C1CCc2ccccc2N1
74 | -5 | CCN(CC)S(=O)(=O)c1ccc2oc(C(=O)Nc3cccc(Cl)c3)c(C)c2c1
75 | 4 | CCOCCCNC(=O)CCCn1nc(C)n2c(cc3sccc32)c1=O
76 | -13 | O=C(Nc1ccc(Cl)cc1)C1C2C=CC3(O2)C1C(=O)N(C1CCCCC1)C3C(=O)NC1CCCCC1 (stereo not drawn)
77 | 6&2 | CNCCC(Oc1ccc(C(F)(F)F)cc1)c1ccccc1 (stereo not drawn)
78 | -24 | CCN1C(=O)C2(C(C#N)=C(N)Oc3cc(C)oc(=O)c32)c2ccccc21 (stereo not drawn)
79 | 2 | CNC(=O)CSc1nnc(-c2cccnc2)n1CCc1ccccc1
80 | -6 | O=C(CN1C(=O)c2ccccc2C1=O)OCCCN=C1NS(=O)(=O)c2ccccc21
81 | -5 | CC1CCN(S(=O)(=O)c2cccc(C(N)=O)c2)CC1
82 | -1 | CC1Cc2nc(SCC(=O)N3CCCC3)n(C)c(=O)c2S1 (stereo not drawn)
83 | -2 | COC(=O)C(NC(C)=O)(Nc1nc2ccc(OC(F)(F)F)cc2s1)C(F)(F)F (stereo not drawn)
84 | 0 | C=CCN(CC=C)C(=O)C1CC(=O)N(c2ccc(Br)cc2)C1 (stereo not drawn)
85 | 8 | CCOC(=O)C1CCN(C(=O)C2CCN(S(=O)(=O)c3cc(Cl)ccc3Cl)CC2)CC1
86 | 4 | Cc1cc(C)c(NC(=O)c2cc3ccccc3c(=O)o2)c(C)c1
87 | 1 | COc1ccccc1N(CC(O)CN(c1ccccc1)S(C)(=O)=O)S(=O)(=O)c1ccccc1 (stereo not drawn)
88 | -1 | CC(=O)C(C)Oc1ccc2c3c(c(=O)oc2c1)CCCC3 (stereo not drawn)
89 | -8 | CCOc1ccc(/C(O)=C2\C(=O)C(=O)N(CCN3CCOCC3)C2c2ccc(F)cc2)c(C)c1 (stereo not drawn)
90 | -3 | CC1(C)CC(=O)C=C(Nc2cccc(F)c2)C1
91 | -9 | Cc1nnc(N2C(=O)C(=O)/C(=C(/O)c3ccc(F)cc3)C2c2ccc(Br)cc2)s1 (stereo not drawn)
92 | -2 | Cc1ccc(CNC(=O)c2cc3c(=O)n4ccccc4nc3s2)cc1
93 | -9 | Nc1c(S(=O)(=O)Cc2ccccc2)sc2nc3c(cc12)CCCC3
94 | -9 | CCCCn1c(C)cc2cc(O)ccc21
95 | -11 | COC(=O)C1C(=O)C2=C(CC1C)NC(C)=C(C(=O)OC1CCCCCC1)C2c1ccc(N(C)C)cc1 (stereo not drawn)
96 | 6&-3 | CCCSc1nnc(-c2ccccc2NC(=O)CC)c(=O)[nH]1
97 | -6 | O=C(CCS(=O)(=O)c1cccs1)N1CCCC1
98 | 11 | CCN(CC)C(=O)Cc1cc(C(=O)O)c2ccccc2n1
99 | -8 | CC(C)Cn1cc(C(=O)NCCCN2CCCCCC2)c2c3ccccc3n(C)c2c1=O
100 | 1 | CN(C)C(=O)N1CCC(C(=O)NCC2CCCO2)CC1 (stereo not drawn)
101 | -9 | O=[N+]([O-])c1cccc(-c2nnc3cccc(Cl)n23)c1
102 | -2 | CCCN1C(=O)c2ccccc2NC1c1ccc(OC)cc1OC (stereo not drawn)
103 | -11 | CCSCCOC(=O)C1=C(C)NC2=C(C(=O)CC(c3ccccc3)C2)C1c1ccc(N(C)C)cc1 (stereo not drawn)
104 | -11 | CCSc1nc2c(c(C3CC=CCC3)c1C#N)CCC2 (stereo not drawn)
105 | -5 | Cc1nc2cc(CO)ccc2n1-c1ccccc1
106 | -1 | O=C1c2ccccc2C(=O)N1Cc1nc2ccccc2c(=O)o1
107 | -2 | COCCCNC(=O)CSC1=Nc2ccccc2C2=NC(c3ccccc3)C(=O)N12 (stereo not drawn)
108 | -2 | CCOc1ccc(C2Nc3ccccc3NC3=C2C(=O)CC(C)(C)C3)cc1 (stereo not drawn)
109 | -13 | CCOC(=O)c1cc(CNC(=O)c2c(C)oc3c2CCCC3)c(C)o1
110 | 2 | c1ccc(Cc2nnc3sc(-c4ccncc4)nn23)cc1
111 | -1 | COC(=O)C1=CN(C(C)C)C=C(C(=O)OC)C1c1ccc(Cl)cc1
112 | -5 | CC(C(=O)Oc1ccc(C(C)(C)C)cc1)N1C(=O)c2ccccc2C1=O (stereo not drawn)
113 | -18 | Cc1ccc(NC(=O)c2c(C)nc3sc(C(=O)NCc4ccco4)c(N)c3c2-c2cccs2)c(C)c1
114 | 5 | CCN1C(=O)c2cccc3c(N)ccc1c23
115 | -9 | CN(C)CCNC(=O)CN1C(=O)CSc2ccccc21
116 | 3 | Ic1cccc(-c2nc(-c3cccnc3)no2)c1
117 | -7 | COc1ccc(C(=O)COC(=O)c2ccc(N3C(=O)C4C5CCC(C5)C4C3=O)cc2)cc1 (stereo not drawn)
118 | 2 | Cc1cc(C)c(N=C2CCCN2C)c(C#N)c1
119 | 0&3 | O=C(CN1CCN(Cc2ccccc2F)C1=O)NCc1cccnc1
120 | -6 | CCOC(=O)CCc1c(C)nc2cc(-c3ccc(F)cc3)[nH]n2c1=O
121 | -10 | O=C1CCCN1CCCNc1ncnc2c1[nH]c1ccc(Cl)cc12
122 | -4&2 | O=C(CSc1nc2ccccc2c(=O)n1C1CC1)NCc1ccccc1

Screening results: PubChem BioAssay, Emory University Molecular Libraries Screening Center

This is a subset (hit frequency here may not be typical).
